TRHR agonist: TRH receptor (human) agonism; TRHR cells, calcium flux fluo-8, FDSS agonist mode; activation, % at 2 µM; 360,000 compounds, 0.18% hits; AID 493084; in the data active means activation above about 30%; further: 0% is about no effect
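Steps: seed TRHR cells overnight; add fluo-8 no-wash Ca dye, RT 30 min–1.5 h; record 10 s baseline; pin-transfer compounds; monitor fluorescence 1 cycle/s for the agonist window. Calcium increases flag candidate agonists.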
rTrxR1 inhibitor: rat TrxR1 inhibition; AID 588453; 390,000 compounds, 1% hits; Potency, µM (titrated, usually from 114 µM), for the others: top-dose activity change, negative = inhibition, most hits filed as inhibitors; recombinant rTrxR1, NADPH fluorescence consumption, selenite substrate; further: potency means the concentration at half of the fitted maximal effect; on the % scale 0 is the no-effect control and ±100 the full control effect; nearly all actives have a fitted effect of over 65% in size
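Rat TrxR1 (90 nM in the dispensed reagent) was pre-reduced with 400 uM NADPH for 5 min at room temperature, then incubated with compound for 15 min. After 400 uM selenite was added, NADPH fluorescence (Ex 340/Em 450 nm) was followed for 8 min.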
TrxR1 substrate: rat thioredoxin reductase 1 substrate activity. O89049. purified TrxR1 substrate turnover, NADPH consumption readout. Potency, µM (titrated, usually from 114 µM), for the others: at the top dose activity change, negative = substrate turnover. 390,000 compounds, 0.01% hits; further: potency means the concentration at half of the fitted maximal effect; on the % scale 0 is the no-effect control and ±100 the full control effect; nearly all actives have a fitted effect of over 50% in size
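Rat TrxR1, dispensed at 90 nM, was prereduced with 400 uM NADPH (final) for 5 min at ~22 deg C, then incubated with compound 15 min before 400 uM selenite. A first-read NADPH fluorescence drop versus no-compound background flagged substrates.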
D2 ag: agonists of human D2 dopamine receptor; HEK293 T-REx D2 cells, calcium flux agonist mode; 340,000 compounds, 0.53% hits; activation, % at 2 µM; P14416; AID 485358;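 active means activation over 3 SD above normal in the single-dose calcium agonist read, cut at about 30% in these data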; further: 0% is about no effect
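Agonism is scored from calcium flux in a force-coupled, inducible HEK293 cell line expressing D2, read kinetically for 180 s after compound addition against dopamine controls.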
mIDH1 inhibitor: blocks human mutant IDH1 R132H enzyme | O75874 | 390,000 compounds, 0.093% hits | Potency, µM (doses to about 76.6 µM), for inactives: at the highest dose activity change, negative = inhibition, actives largely listed as inhibitors | IDH1-R132H enzyme, NADPH consumption, diaphorase/resazurin fluorescence; further: potency means the concentration at half of the fitted maximal effect; on the % scale 0 is the no-effect control and ±100 the full control effect; nearly all actives have a fitted effect of over 65% in size
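IDH1-R132H (0.5 ug/mL) preincubated 30 min with compound, then NADPH (0.016 mM) and alpha-KG (2 mM) added; 80 min at RT, pH 7.5. Remaining NADPH coupled via diaphorase/resazurin to fluorescence (540/590 nm); concentration-response curves normalized to no-enzyme control.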
PI4K2A block: blocks human PI4K2A kinase activity | Q9BTU6 | purified PI4K2A, ADP-Glo luminescence, 1 h; stronger effect = lower value | activity change, negative = inhibition, % at 76.9 µM | 420,000 compounds, 0.13% hits | AID 1346378; in the data active means activity change below about -50%; inconclusive means mostly about -30% to -49%;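 further: -100% = wells without enzyme as full effect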
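ADP-Glo luminescence measured ADP generated by PI4K2A enzyme (4 ug/mL before mixing) with 1.2 mM PI substrate (pre-mix) and 300 microM ATP (pre-mix). Tris pH7.5 buffer with MgCl2, Triton X-100; 1 h reaction at ambient temperature.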
TRHR PAM: allosterically enhances the human TRH receptor | TRHR cells, fluo-8 calcium fluorescence, EC20 TRH enhancement | enhancement, % at 2 µM | 360,000 compounds, 0.66% hits | AID 493056; in the data active means enhancement above about 30%; further: 0% is about no effect
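TRHR-expressing cells loaded with fluo-8 calcium dye were read kinetically (ex 480/em 530) during compound addition, then stimulated with an EC20 of TRH (10 nM final). Enhancement of the Gq-mediated intracellular calcium response was scored.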
D2 antagonist: D2 dopamine receptor (human) antagonism. AID 485344. HEK293 TREx D2 cells, calcium flux, dopamine EC80. inhibition, % at 10 µM. 340,000 compounds, 2% hits; in the data active means inhibition above about 30%; further: 0% is about no effect
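Tetracycline-induced HEK293 T-REx cells expressing D2 force-coupled to calcium signalling were dye-loaded, exposed to compound for 180 s, then challenged with an EC80 of dopamine; calcium flux was followed kinetically for a further 180 s.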
USP1-UAF1 inh: inhibitors of human USP1/UAF1 deubiquitinase | O94782 | recombinant USP1/UAF1, Ub-Rhodamine cleavage fluorescence | Potency, µM (top dose mostly 57.1 µM), for inactives: at the top dose activity change, negative = inhibition, usual class: inhibitors | 390,000 compounds, 0.23% hits; further: potency means the concentration at half of the fitted maximal effect; on the % scale 0 is the no-effect control and ±100 the full control effect; nearly all actives have a fitted effect of over 60% in size; inactives centre near -12
Target sequence (O94782 whole entry, looked up): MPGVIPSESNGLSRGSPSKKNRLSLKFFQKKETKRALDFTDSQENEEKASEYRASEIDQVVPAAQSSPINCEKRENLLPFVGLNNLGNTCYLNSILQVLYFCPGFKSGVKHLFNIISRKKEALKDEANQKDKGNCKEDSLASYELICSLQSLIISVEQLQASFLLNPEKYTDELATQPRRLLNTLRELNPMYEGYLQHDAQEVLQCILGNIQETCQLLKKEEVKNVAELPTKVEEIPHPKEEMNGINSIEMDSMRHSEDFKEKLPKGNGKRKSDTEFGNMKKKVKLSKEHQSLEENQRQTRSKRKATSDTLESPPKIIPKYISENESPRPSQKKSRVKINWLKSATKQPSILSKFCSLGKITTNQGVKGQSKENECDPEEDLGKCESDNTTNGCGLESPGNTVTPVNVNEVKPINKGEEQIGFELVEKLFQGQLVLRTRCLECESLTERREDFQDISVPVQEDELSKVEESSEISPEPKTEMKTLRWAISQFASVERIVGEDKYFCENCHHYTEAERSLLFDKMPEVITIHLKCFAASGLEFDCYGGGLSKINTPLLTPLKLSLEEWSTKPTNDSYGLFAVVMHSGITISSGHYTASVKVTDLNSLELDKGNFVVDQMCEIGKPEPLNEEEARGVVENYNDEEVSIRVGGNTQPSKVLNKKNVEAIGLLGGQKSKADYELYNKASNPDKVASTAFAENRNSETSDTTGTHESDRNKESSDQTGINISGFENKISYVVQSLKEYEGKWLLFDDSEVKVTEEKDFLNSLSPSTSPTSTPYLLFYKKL
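High-throughput fluorogenic screen: 1nM USP1/UAF1 complex, Ub-Rho substrate 150nM final, 50mM HEPES pH 7.8 with 0.5mM EDTA, 0.1 mg/ml BSA, 1mM TCEP and 0.01% Tween-20.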
* hit, by the source's call; ? = inconclusive; . = no result given; [ ] = another dose, or the depositor's remark. Unless noted, the call rests on the fitted dose curve; in most records, active means well fitted inhibition curve with a large enough effect; inconclusive means small, poorly fitted or top-dose-only effect; inactive means no such curve, though single readings can be large or run the other way.

SMILES	TRHR agonist	rTrxR1 inhibitor	TrxR1 substrate	D2 ag	mIDH1 inhibitor	PI4K2A block	TRHR PAM	D2 antagonist	USP1-UAF1 inh
CC(=O)SC(C[N+](=O)[O-])c1cn(C(C)=O)c2ccccc12 (stereo unspecified)	-0.7	18µM*	2%	-0.5	-5%	-2	-1	12	-18%
CCCCN(CC)C(=O)Cc1ccccc1OC	-0.7	13%[57.1 µM]	10%[57.1 µM]	0.0	-2%	-10	-5	-23	8%
Cc1c(N=Cc2cc3c(cc2Cl)OCO3)c(=O)n(-c2ccccc2)n1C	-0.5	-6%	-9%	0.0	2%	2	11	6	-9%
COc1ccc(-c2[nH]ncc2/C=N/NC(=O)c2ccc(Br)cc2)c(OC)c1	0.4	-8%[57.1 µM]	1%[57.1 µM]	-0.7	-1%	-4	-6	48*	-16%
CCCC(C)NC(=O)c1cc(S(=O)(=O)N2CCCCCC2)ccc1OC (stereo unspecified)	-0.4	32%	1%	0.5	-3%	1	-9	-12	-11%
CCOc1cccc(CN2CCC(CCC(=O)NC3CC3)CC2)c1O	0.7	18%	5%	0.4	9%	0	16	-9	-21%
CCOCCCn1c(SCC(=O)Nc2ccccc2)nc2ccccc2c1=O	-1.0	-9%	6%[57.1 µM]	.	4%	1	-7	.	-1%
Oc1ccccc1-c1ccn[nH]1	.	19%	1%[57.1 µM]	.	-1%	-1	.	.	-21%
COc1ccc(CCNC(=O)c2ccc3c(c2)nc2n3CCOC2)cc1OC	-0.3	21%[57.1 µM]	5%[57.1 µM]	.	0%	-2	5	.	-2%
CC(C)COC(=O)c1ccc(NC(=O)C2C3C=CC(C3)C2C(=O)O)cc1 (stereo unspecified)	0.0	11%[57.1 µM]	7%[57.1 µM]	0.6	5%	3	-1	4	-18%
O=C(CN1CCN(c2ccc(O)cc2)CC1)N(C1CC1)C1CCS(=O)(=O)C1 (stereo unspecified)	0.3	-13%	-12%	1.0	8%	1	3	17	-4%
CC(C)CN(C(=O)COC(=O)C12CC3CC(CC(Cl)(C3)C1)C2)c1c(N)n(Cc2ccccc2)c(=O)[nH]c1=O	0.2	1%	-2%	.	-5%	-3	3	.	-21%
CCOC(=O)C1=CN(Cc2cccc(-c3ccc(Cl)nc3)c2)S(=O)(=O)N(C)C1C (stereo unspecified)	.	32%	3%	.	0%	-1	.	.	-20%
CC(=O)NC(=S)Nc1cc(C(=O)O)ccc1Cl	0.3	5%[57.1 µM]	3%	0.6	12%	1	10	4	-15%
COc1cccc(C(=O)Nc2nnc(S(=O)(=O)N3CCCCC3)s2)c1	0.0	21%[57.1 µM]	7%[57.1 µM]	-0.5	41%[activator]	0	3	-7	-7%
Cc1c(Br)c([N+](=O)[O-])nn1C(C)C(=O)Nc1ccc2c(c1)OCO2 (stereo unspecified)	0.2	12%	7%	0.0	7%	2	0	40*	-26%
CCCCn1c(N)c(N(CC(C)C)C(=O)CSCC(=O)Nc2cccc(C)c2)c(=O)[nH]c1=O	0.4	0%	0%	0.5	4%	3	17	-10	-10%
CC(=O)c1ccc(OC(C)C(=O)NCC2(N3CCOCC3)CCCCC2)cc1 (stereo unspecified)	.	1%	2%	.	1%	1	.	.	-16%
CCN(C(=O)COC(=O)C1CCC(C(C)(C)C)CC1)c1c(N)n(Cc2ccccc2)c(=O)[nH]c1=O (stereo unspecified)	.	37%[activator]	10%	.	-1%	-1	.	.	-2%
Cc1ccc(C(=O)OCC(=O)Nc2ccccc2N2CCOCC2)cc1	-0.5	22%	12%[2.29 µM]	-0.6	8%	-22	17	-17	-8%
Cc1ccc(S(=O)(=O)CCC(=O)OCC(=O)N2c3ccccc3CC2C)cc1 (stereo unspecified)	-0.7	-3%	-10%	-0.4	1%	5	-3	-8	-14%
CCN1CSC(=S)N(Cc2ccc(OC)cc2)C1	1.0	-30%	-1%	2.1	10%	24	-7	9	-8%
COc1ccc(OC)c(NC(=O)CSC2=Nc3ccccc3C3=NC(CCC(=O)NC4CCCCC4)C(=O)N23)c1 (stereo unspecified)	-0.5	14%[57.1 µM]	2%[57.1 µM]	-0.1	-17%	-1	3	.	-23%
CCC1(CC)NC(=O)N(CC(=O)OCC(=O)Nc2ncc(Cl)cc2Cl)C1=O	-0.3	-11%	-7%	-0.4	4%	-2	9	-12	1%
CCCCN(C(=O)c1cc(-c2ccco2)nc2ccccc12)c1c(N)n(CCCC)c(=O)[nH]c1=O	-0.4	?	14%[57.1 µM]	-0.1	-14%	-10	8	9	-7%
Cc1nnc(N2CCN(c3ccccc3F)CC2)c2c1nnn2Cc1ccccc1	2.4	54%[activator]	41%[activator]	.	-2%	1	2	.	-11%
C[C@H](NC(=O)N1CCn2c1nc1ccccc12)C(=O)NC1CC1	0.1	19%	4%	0.6	8%	1	-23	67*	-25%
COC(=O)[C@@H](NC(=O)Nc1ccccc1F)C(C)C	0.6	17%	1%	0.5	3%	2	1	2	-1%
COc1ccc(C(=O)NCCc2c[nH]c3ccccc23)cc1S(=O)(=O)N1CCOCC1	0.0	21%[57.1 µM]	2%[57.1 µM]	1.0	-3%	-3	11	0	-12%
COc1ccc(CCNC(=O)C(=O)NCC(c2cccs2)S(=O)(=O)c2cccs2)cc1 (stereo unspecified)	0.3	9%[57.1 µM]	2%[57.1 µM]	-0.2	21%	2	-7	.	?
NS(=O)(=O)c1cccc(NC(=O)C2CC(=O)N(Cc3ccco3)C2)c1 (stereo unspecified)	0.0	13%[11.4 µM]	6%[11.4 µM]	0.3	-3%	4	-5	-10	3%
C=CCn1c(SCC(=O)Nc2nnc(C)s2)nnc1C1CC1	0.8	8%	-1%	0.8	7%	1	0	3	-3%
COc1ccc(C2N(c3cc(C)on3)C(=O)C3CCCN32)cc1OC (stereo unspecified)	-2.6	-1%	-7%	-0.1	6%	4	27	12	-2%
CC(C)[C@H](NC(=O)N1CC(=O)Nc2ccccc21)C(=O)N1CCC[C@H]1C(=O)O	0.0	21%	9%	1.1	-3%	3	-2	10	11%
O=C1CC(SC2=NCCS2)C(=O)N1c1ccc(Br)cc1 (stereo unspecified)	0.0	?	-4%	1.8	3%	-4	4	-4	-20%
Cc1oc(-c2cccs2)nc1CN1CC[C@@](O)(c2ccccc2)[C@H]2CCCC[C@@H]21	-0.1	39%[activator]	15%	-0.4	-4%	3	13	14	-23%
O=C(NCc1ccncc1)C(F)(F)C(F)(F)C(=O)NCc1ccncc1	0.7	-2%	0%	0.8	-1%	-3	-1	-36	-21%
COC(=O)/C=c1\[nH]c2nnc(C)n2c1=O	0.4	?	217%[activator]	0.6	0%	4	5	-11	-13%
O=C(Cc1ccccc1Cl)N1CCN(c2ncccn2)CC1	0.6	13%[57.1 µM]	4%	5.4	16%	-7	17	3	-1%
O=S(=O)(c1cnccc1N1CCN(/N=C/c2ccc(Br)cc2)CC1)N1CCCCC1	0.4	20%[57.1 µM]	-11%	0.6	2%	10	12	1	2%
COc1ccc(NC(=O)CSc2ccccn2)cc1OC	0.1	11%[57.1 µM]	16%[57.1 µM]	-0.9	-1%	-2	-6	13	-9%
COc1ccc(C(=O)NCCNc2nc3ccc(C)cc3cc2C#N)cc1OC	-1.1	40%[activator]	47%[activator]	-0.3	-2%	0	22	-3	-26%
O=C(COC(=O)CNC(=O)c1ccc([N+](=O)[O-])o1)Nc1ncc(Cl)cc1Cl	-0.7	-7%	3%	.	4%	-4	5	.	-23%
COc1ccccc1Nc1c([N+](=O)[O-])cncc1[N+](=O)[O-]	-0.6	2%	-5%	0.4	0%	-2	5	-5	-32%
N#C/C(=N\Nc1ccc([N+](=O)[O-])cc1)C(=N)N1CCOCC1	0.1	5%[57.1 µM]	-2%[57.1 µM]	0.2	8%	8	3	2	-11%

Among those listed so far, seven have a Cl atom:
SMILES	TRHR agonist	rTrxR1 inhibitor	TrxR1 substrate	D2 ag	mIDH1 inhibitor	PI4K2A block	TRHR PAM	D2 antagonist	USP1-UAF1 inh
Cc1c(N=Cc2cc3c(cc2Cl)OCO3)c(=O)n(-c2ccccc2)n1C	-0.5	-6%	-9%	0.0	2%	2	11	6	-9%
CC(C)CN(C(=O)COC(=O)C12CC3CC(CC(Cl)(C3)C1)C2)c1c(N)n(Cc2ccccc2)c(=O)[nH]c1=O	0.2	1%	-2%	.	-5%	-3	3	.	-21%
CCOC(=O)C1=CN(Cc2cccc(-c3ccc(Cl)nc3)c2)S(=O)(=O)N(C)C1C (stereo unspecified)	.	32%	3%	.	0%	-1	.	.	-20%
CC(=O)NC(=S)Nc1cc(C(=O)O)ccc1Cl	0.3	5%[57.1 µM]	3%	0.6	12%	1	10	4	-15%
CCC1(CC)NC(=O)N(CC(=O)OCC(=O)Nc2ncc(Cl)cc2Cl)C1=O	-0.3	-11%	-7%	-0.4	4%	-2	9	-12	1%
O=C(Cc1ccccc1Cl)N1CCN(c2ncccn2)CC1	0.6	13%[57.1 µM]	4%	5.4	16%	-7	17	3	-1%
O=C(COC(=O)CNC(=O)c1ccc([N+](=O)[O-])o1)Nc1ncc(Cl)cc1Cl	-0.7	-7%	3%	.	4%	-4	5	.	-23%

Screens as filed in PubChem.
